# Bioassay records deposited in PubChem by National Center for Advancing Translational Sciences (NCATS).
# FLuc counter: firefly luciferase modulation, counter-screen for miR-21 project | P08659 | purified FLuc, Km substrates, luminescence inhibition | Potency, µM (highest dose often 57.5 µM), inactives show at the highest dose activity change, negative = inhibition, most hits filed as inhibitors | 360,000 compounds, 6.9% hits;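 also: plate controls were vehicle for no effect and reference inhibitor for full effect; nearly all actives have a fitted effect of over 55% in size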
# Target sequence (P08659 whole entry, looked up): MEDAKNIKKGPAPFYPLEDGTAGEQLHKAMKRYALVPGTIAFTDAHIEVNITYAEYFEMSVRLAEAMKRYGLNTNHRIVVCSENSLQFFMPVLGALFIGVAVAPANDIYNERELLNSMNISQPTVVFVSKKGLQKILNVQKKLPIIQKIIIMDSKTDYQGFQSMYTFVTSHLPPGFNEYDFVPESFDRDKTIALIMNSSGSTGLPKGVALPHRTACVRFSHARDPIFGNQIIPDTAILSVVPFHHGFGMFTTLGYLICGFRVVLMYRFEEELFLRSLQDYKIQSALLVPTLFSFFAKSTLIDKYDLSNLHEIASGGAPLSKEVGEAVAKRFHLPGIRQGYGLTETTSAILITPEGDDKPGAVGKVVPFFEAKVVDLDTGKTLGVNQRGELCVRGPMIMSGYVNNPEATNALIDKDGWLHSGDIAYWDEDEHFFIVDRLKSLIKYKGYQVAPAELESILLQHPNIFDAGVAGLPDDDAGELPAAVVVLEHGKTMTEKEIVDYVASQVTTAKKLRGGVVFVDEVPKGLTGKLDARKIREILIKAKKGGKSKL
#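 Purified P. pyralis luciferase, 10 nM final, with Km-level 10 uM D-luciferin and 10 uM ATP in 50 mM Tris acetate pH 7.5, 10 mM Mg acetate, 0.01% Tween-20, 0.05% BSA; 6-point qHTS titration about 60 µM downward; luminescence read.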
# BRCA1 expr up: BRCA1 expression activation | MCF7-BRCA1-FFLuc reporter, luminescence, 48 h; response scale: scaled: vehicle 0%, 10 µM genistein 100% | 380,000 compounds, 1.1% hits | Potency, µM (series often up to 46.1 µM), for the others: at the highest dose activation, usual class: activators; also: nearly all actives have a fitted effect of over 80% in size; some results filed as inactive show a strong effect at the top dose
#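 48 h compound treatment of MCF7-BRCA1-FFLuc cells (phenol-red free MEM, 37 °C), then 15 min with luciferase substrate and luminescence imaging.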
# The depositor's hits bear a star; ? = inconclusive. Calls follow the shape of the dose curve; as a rule, active = well fitted curve in the direction sought with a large enough effect; inconclusive = small, poorly fitted or top-dose-only effect, or another doubt; inactive = no such curve, though single readings can be large; an effect the other way counts as inactive or inconclusive. Potency is read from the fitted curve at half-maximal effect. This is a subset (hit frequency here may not be typical).
Structure	FLuc counter	BRCA1 expr up
COc1cccc(N2CCN(S(=O)(=O)c3cc(Br)cc4c3N(C(=O)C3CC3)CC4)CC2)c1	0%	3%
CCC(CC)C(=O)OCc1cc(=O)n2nc(C3CC3)sc2n1	-4%	-1%
COc1ccc(-c2nc3sc(CCNC(=O)c4ccc(Br)o4)c(C)n3n2)cc1	11µM*	7%
COc1ccc(Cl)cc1NC(=O)N(C)CCc1c(C)nn(C)c1C	4%	0%
Cc1ccc(CNC(=O)CN(C)S(=O)(=O)c2ccc3c(c2)c(=O)n(C)c(=O)n3C)cc1	-5%	6%
CCCC(CCC)C(=O)Nc1nnc2n1CCS2	-3%	4%
COc1cccc(-c2nn3c(=O)cc(CN4CCN(S(=O)(=O)c5ccc(C)cc5)CC4)nc3s2)c1	6%	0%
Cc1cccc(-c2nc3c4c(-c5ccccc5)c(-c5ccccc5)oc4ncn3n2)c1	1%	-1%
CC1CCCCN1C(=O)Cn1c(SCC(=O)N(C)c2ccccc2)nc2ccccc21 (stereo not drawn)	-1%	-2%
Cc1ccc(C)c(NC(=O)CSC2=Nc3ccccc3N=C(c3ccc(F)cc3)C2)c1	-6%	12%
Cc1ccc(C(=O)c2cn(Cc3cccc(F)c3)c3nc(C)ccc3c2=O)cc1	4%	-20%
COC(=O)c1c(SCC(=O)Nc2cc(F)ccc2F)[nH]c2ccc(C)cc2c1=O	-21%	7%
CCN(C(=O)CSc1ncc(S(=O)(=O)c2ccc(C)c(Cl)c2)c(=O)[nH]1)c1cccc(C)c1	?	0%
CCOCCCn1c(SCC(=O)Nc2ccccc2OC)nc2c(oc3ccccc32)c1=O	5%	-29%
O=C(c1ccc2c(c1)N(Cc1ccccc1F)C(=O)c1ccccc1S2=O)N1CCC(Cc2ccccc2)CC1 (stereo not drawn)	-1%	-15%

# Some of these compounds in order of count of non-hydrogen atoms, ascending:
Structure	FLuc counter	BRCA1 expr up
COc1ccc(Cl)cc1NC(=O)N(C)CCc1c(C)nn(C)c1C	4%	0%
COc1ccc(-c2nc3sc(CCNC(=O)c4ccc(Br)o4)c(C)n3n2)cc1	11µM*	7%
Cc1ccc(C(=O)c2cn(Cc3cccc(F)c3)c3nc(C)ccc3c2=O)cc1	4%	-20%
Cc1cccc(-c2nc3c4c(-c5ccccc5)c(-c5ccccc5)oc4ncn3n2)c1	1%	-1%
COc1cccc(N2CCN(S(=O)(=O)c3cc(Br)cc4c3N(C(=O)C3CC3)CC4)CC2)c1	0%	3%
CCOCCCn1c(SCC(=O)Nc2ccccc2OC)nc2c(oc3ccccc32)c1=O	5%	-29%
O=C(c1ccc2c(c1)N(Cc1ccccc1F)C(=O)c1ccccc1S2=O)N1CCC(Cc2ccccc2)CC1 (stereo not drawn)	-1%	-15%

# The results go on.
Structure	FLuc counter	BRCA1 expr up
O=C(Cn1c(=O)c2cc(Cl)ccc2n2nncc12)Nc1ccccc1	-7%	4%
CC(=O)N1c2c(cc(Br)cc2S(=O)(=O)Nc2ccccc2C)CC1C (stereo not drawn)	-9%	-17%
COc1ccc(CCNC(=O)CCn2c(=O)c3ccccc3n(Cc3c(C)cc(C)cc3C)c2=O)cc1OC	0%	4%
COc1ccccc1Nc1sc(C(=O)c2ccc3c(c2)OCO3)c(N)c1S(=O)(=O)c1ccccc1	2%	-8%
CCn1cc(C(=O)NCCC(C)C)c(=O)c2cc(S(=O)(=O)N(C)C3CCCCC3)ccc21	3%	29%
CCOC(=O)C1=C(CNCc2ccccc2)NC(=O)NC1c1ccc(C)cc1 (stereo not drawn)	-8%	-5%
Cc1ccc(CCNC(=O)c2cc3c(s2)-c2ccccc2OC3)cc1	-7%	4%
Cc1oc2ncn(CC(C)C)c(=O)c2c1C(=O)NCCCN1CCCCC1	-6%	-1%
O=C(NCc1cccc(F)c1)c1ccc2nc(CCc3ccccc3)oc2c1	-15%	0%
O=C(C1CC1)N1CCc2cc(Br)cc(S(=O)(=O)N3CCN(c4cccc(C(F)(F)F)c4)CC3)c21	1%	8%
COC(=O)c1cc(NC(=O)c2cc3c(-c4ccccc4F)nn(C)c3s2)cc(C(=O)OC)c1	1%	-7%
Cc1cc(C)cc(NC(=O)Cn2c(C(F)(F)F)nc3ccccc32)c1	-1%	8%
Cc1ccc(C)c(N2CCN(C(=O)Nc3cn(CC(C)C)c(=O)c4ccccc34)CC2)c1	6%	-21%
COc1cccc(CNC(=O)C2CCCN(c3nnc(-n4c(C)ccc4C)s3)C2)c1OC (stereo not drawn)	-1%	0%
COc1cccc(CNC(=O)c2cc(Sc3cccc(Cl)c3)nc3ccccc23)c1	-1%	21%
CCOC(=O)c1c(C)c(-c2ccccc2)n(CC(=O)NCCc2cccc(C)c2)c1C	-2%	-2%
CCCCCn1c(=O)[nH]c2cc(C(=O)NCCN(C)CCCC)ccc2c1=O	1%	-4%
COc1ccccc1NC(=O)Cn1c(=O)n(-c2cccc(C(C)=O)c2)c(=O)c2c3c(sc21)CN(C(C)=O)CC3	7%	1%
CCc1ccc(CN(C(=O)Nc2cccc(Cl)c2)c2ccccn2)cc1	-19%	9%
CCOC(=O)c1cc(S(=O)(=O)Nc2ccc(Br)c(C)c2)[nH]n1	?	0%
CCC(=O)N1CCc2cc(Br)cc(S(=O)(=O)N3CCCC(C(=O)Nc4cccc(F)c4)C3)c21 (stereo not drawn)	-1%	3%
CCOc1ccc(NC(=O)CSc2nc3c(oc4ccccc43)c(=O)n2CCOC)cc1	-6%	4%
Cc1ccc(OCCSc2nc3ccccc3n2CC(=O)N2CCCCC2)cc1C	2%	0%
Cc1nc2ncnn2c(C)c1CCC(=O)N1CCN(c2ccc(F)cc2)CC1	0%	1%
Cc1ccc(NC(=O)N2CCN(c3cc(-c4noc(C)n4)ccc3C)CC2)c(F)c1	-1%	-30%
COc1cc(OC)c(NC2(c3ccccc3)C(=O)c3ccccc3C2=O)cc1Cl	0%	-8%
CC(=O)c1ccc(N2C(=O)N(Cc3ccc(F)cc3)c3ccccc3S2(=O)=O)cc1	-7%	-51%
CCS(=O)(=O)N1CCC2(CC1)OC(=O)C(C)=C2C(=O)NCc1cccc(Cl)c1	-5%	15%
Cc1[nH]c2ccccc2c1C1(O)C(=O)N(Cc2ccccc2Cl)c2ccccc21 (stereo not drawn)	6%	-16%
CC1=C(C(=O)Nc2ccc(Cl)cc2)C(c2cccs2)n2nc(SCc3cccc(C)c3)nc2N1 (stereo not drawn)	-3%	12%
Cc1cc(C)cc(N2C(=O)CSC23C(=O)N(CC(N)=O)c2ccccc23)c1 (stereo not drawn)	0%	6%
COc1ccc(Cl)cc1Nc1cc(C)nc2nc(-c3ccccc3C)nn12	-3%	10%
COc1ccc(C)c2sc(NC(=O)c3ccc(S(=O)(=O)N4CCOCC4)cc3)nc12	-18%	-2%
O=C(CSc1nc2ccccc2n1Cc1ccc(F)cc1)N1CCN(c2ccc(F)cc2)CC1	2%	0%
CCN(CC)S(=O)(=O)c1ccc(NC(=O)[C@H](CCSC)N2Cc3ccccc3C2=O)cc1	4%	-30%
Cc1cccc(NC(=O)Cn2c(=O)n(Cc3ccccc3)c(=O)c3sc4ccccc4c32)c1	-3%	2%
CCn1c(=O)cc(OCC(=O)Nc2cc(OC)c(OC)c(OC)c2)c2ccccc21	1%	-24%
O=C(Nc1ccc(F)cc1F)c1cc(S(=O)(=O)N2CCCCC2)c[nH]1	-18%	0%
CC(C)CCn1c(=O)c2cccnc2n(CC(=O)Nc2ccccc2F)c1=O	-5%	-10%
CCCCNC(=O)CCSc1nc(-c2ccc3c(c2)OCO3)cc(C(F)(F)F)n1	1%	-10%
COC(=O)c1c(NC(=O)c2cc3ccccc3c(=O)o2)sc2c1CCCC2	0%	-4%
CC1=C(C(=O)Nc2ccc(C)cc2C)C(CC(C)C)n2nc(SCc3ccccc3C)nc2N1 (stereo not drawn)	-1%	-3%
O=C(Nc1cccc(Cl)c1Cl)c1ccc2c(c1)N(Cc1cccc(Cl)c1)C(=O)c1ccccc1S2(=O)=O	-1%	18%
COc1ccc(OC)c(CNC(=O)CN(c2ccc(C)cc2)S(=O)(=O)N(C)C)c1	4%	-3%
CCC(CC)c1nn2c(=O)cc(COc3ccc(NC(=O)c4ccc(Cl)cc4)cc3)nc2s1	-1%	10%
Cc1ccc(C(=O)NC2(C(F)(F)F)C(=O)Nc3c2c(=O)[nH]c(=O)n3CCc2ccccc2)cc1 (stereo not drawn)	?	-2%
COc1ccc(S(=O)(=O)NCCc2sc(-c3cccc(F)c3)nc2C)cc1	-1%	0%
COc1cc(CNCCSc2nnnn2C)ccc1OCc1ccccc1C	-2%	19%
COc1ccccc1Nc1sc(C(=O)c2ccc(C)cc2C)c(N)c1S(=O)(=O)c1ccccc1	1%	-38%
Cn1c(NCCO)nc2c1c(=O)n(Cc1cccc(F)c1)c(=O)n2C	-1%	11%
CC(C)NC(=O)CN1C(=O)COc2ccc(S(=O)(=O)N3CCCCCC3)cc21	-7%	13%
CC(C)C1C(=O)Nc2ccc(S(=O)(=O)NCCc3ccc(Cl)cc3)cc21 (stereo not drawn)	-3%	-8%
CCCCNc1ccc(-c2nc(-c3ccco3)no2)cc1[N+](=O)[O-]	?	-18%
CCOc1ccc(C(=O)N2CCN(Cc3cc(=O)n4nc(-c5ccccc5Cl)sc4n3)CC2)cc1	-8%	5%
COc1cccc(C(=O)Nc2cccc(-c3cn4c(C)csc4n3)c2)c1OC	7.6µM*	18%
FC(F)(F)c1cc(-c2ccccc2)nc2cc(-c3ccc(Br)cc3)nn12	-2%	-12%
O=C(Cc1ccc(NC(=O)N2CCCCc3ccccc32)cc1)NCc1ccccc1	-17%	0%
CCOc1cc(C(=O)OCc2cc(=O)n3c(C)csc3n2)cc(OCC)c1OCC	-1%	5%
CCN(C(=O)c1cc2c(Cl)nc3ccccc3c2s1)c1cccc(Cl)c1	-17%	7%
CC1CCN(S(=O)(=O)c2cc(C(=O)N3CCN(c4cccc(Cl)c4)CC3)n(C)c2)CC1	?	-48%

# More results:
Structure	FLuc counter	BRCA1 expr up
Cc1ccc(OCC(=O)Nc2ccc3nc(SCC(=O)N4CCc5ccccc54)sc3c2)cc1	-1%	8%
Cc1cc(C(=O)N2CCN(c3cccc(Cl)c3)CC2)c2c(C)nn(-c3ccccc3Cl)c2n1	-1%	-42%
CCCCN1C(=O)C(O)(c2c(C)[nH]c3ccccc23)c2ccccc21 (stereo not drawn)	-2%	5%
CCN(CC)C(=O)C1=C(C)Nc2nc3ccccc3n2C1c1cccc(Cl)c1 (stereo not drawn)	3%	1%
O=C(Nc1c(C(=O)Nc2ccccc2F)oc2ccccc12)c1cc2ccccc2o1	-15%	8%
CCc1ccccc1N(C)C(=O)Nc1cn(CC(C)C)c(=O)c2ccccc12	-1%	-6%
CCOc1ccc(N2C(=O)CS(=O)(=O)C23C(=O)N(Cc2cccc(Cl)c2)c2ccccc23)cc1 (stereo not drawn)	3%	-11%
CCc1noc(-c2ccc(N(C)Cc3ccc(OC)cc3)c([N+](=O)[O-])c2)n1	-14%	-31%
CCOCCCn1c(SCC(=O)Nc2cc(C)ccc2C)nc2c(oc3ccccc32)c1=O	-1%	25%
CC1=C(C(=O)OCC2CCCCC2)C(c2ccc(F)cc2F)CC(=O)N1 (stereo not drawn)	1%	11%
COc1cccc(OCCSc2nc3ccccc3n2CC(=O)N2CCOCC2)c1	2%	0%
O=C(c1ccc2c(c1)N(Cc1ccc(F)cc1)C(=O)c1ccccc1S2(=O)=O)N1CCN(Cc2ccccc2)CC1	1%	-35%
CCCOc1ccccc1C(=O)Nc1ccc(-c2nc3ccc(C)cc3s2)cc1	4.8µM*	62%
O=C(OCc1cccc(C(F)(F)F)c1)c1ccc(-c2nnn(Cc3ccc(F)cc3)n2)cc1	-6%	7%
COc1ccc(CCNC(=O)c2cc(C)nc3c2c(C)nn3-c2ccccc2)cc1OC	0%	3%
O=C(c1ccc2c(c1)N(Cc1ccccc1F)C(=O)c1ccccc1S2(=O)=O)N1CCN(c2ccccc2F)CC1	-1%	27%
COc1cc(NC(=O)CCS(=O)(=O)c2ccc3c(c2)CC(=O)N3C)cc(OC)c1OC	2%	0%
O=C(CSc1ncc(CO)n1Cc1ccccc1)Nc1ccc(C(F)(F)F)cc1	-7%	-34%
CCOC(=O)c1ccc(NC(=O)c2ccc(=O)n(Cc3cccc(C)c3)c2)cc1	0%	-35%
CN(CC(=O)Nc1cccc(C(F)(F)F)c1)S(=O)(=O)c1cccs1	-12%	14%
CCCOC(=O)c1c(NC(=O)c2nc3ncccn3n2)sc(C(N)=O)c1C	3%	8%
Cc1cc(C)n(CCc2nc3c4ccccc4nc(N4CCN(c5cccc(C)c5C)CC4)n3n2)n1	-1%	0%
CCc1ccc(NC(=O)N(Cc2c[nH]c3ccccc23)C2CCCCCC2)cc1	-7%	49%
O=C(CS(=O)(=O)c1cccc2nsnc12)N1CCN(c2cccc(C(F)(F)F)c2)CC1	-1%	-20%
